Compound activity from PubChem BioAssay.
AmpC detergent = blocks E. coli AmpC beta-lactamase in detergent assay; AmpC hydrolysis of nitrocefin, absorbance 480 nm, 0.01% Triton; Potency, µM (highest dose often 114 µM), inactives show at the top dose activity change, negative = inhibition, hits mostly inhibitors; hit rate 0.041% among 370,000;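 note: potency is the fitted concentration of half-maximal effect; 0% = no-compound wells and -100% = no-enzyme wells; nearly all actives have a fitted effect of over 25% in size; some results filed as inactive show a strong effect at the top dose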
Target sequence (P00811 whole entry, looked up): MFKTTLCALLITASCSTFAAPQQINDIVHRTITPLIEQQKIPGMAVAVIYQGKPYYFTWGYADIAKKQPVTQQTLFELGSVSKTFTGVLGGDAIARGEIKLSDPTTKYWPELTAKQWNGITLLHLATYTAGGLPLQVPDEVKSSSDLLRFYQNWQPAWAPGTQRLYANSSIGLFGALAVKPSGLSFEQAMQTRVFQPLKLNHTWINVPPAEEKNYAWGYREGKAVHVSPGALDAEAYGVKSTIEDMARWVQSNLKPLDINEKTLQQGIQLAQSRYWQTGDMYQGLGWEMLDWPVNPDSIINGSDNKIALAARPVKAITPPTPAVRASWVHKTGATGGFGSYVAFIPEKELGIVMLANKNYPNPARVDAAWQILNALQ
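20 mM phosphate pH 7.0 + 0.01% (detergent screen) or 0.0001% Triton X-100; 5.3 nM AmpC reagent; cpd preinc 15 min RT; nitrocefin (800 uM stock) to start; A480 q20 s × 4 min; Activity was normalised to no-enzyme and no-compound control wells.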
Sm TGR inh = blocks Schistosoma mansoni thioredoxin glutathione reductase; purified TGR, DTNB reduction, TNB absorbance 405 nm; Potency, µM (highest dose often 114 µM), for inactives: top-dose activity change, negative = inhibition, usual class: inhibitors; Q962Y6; hit rate 3% among 360,000; AID 485364; note: potency is the fitted concentration of half-maximal effect; nearly all actives have a fitted effect of over 60% in size
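TGR 20 nM + NADPH 100 uM (dispensed conc.), cpd preinc 15 min RT; start with NADPH (500 uM addition) then DTNB (15 mM addition). Kinetic TNB absorbance, 405 nm filter. Four-parameter Hill fit across titration.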
HCMV inh = inhibitors of human cytomegalovirus | activity change, negative = inhibition, % at 57.5 µM | HFF cells, HCMV-luciferase reporter, 72 h; active compounds read low | hit rate 4.5% among 410,000; in the data active = activity change below about -60%; inconclusive = no clear call, values can overlap the other calls; inactive = above about -39%
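Compounds were evaluated in HFFs infected with an HCMV luciferase reporter virus (MOI 1 PFU/cell). Luciferase in lysates collected 72 h post infection served as the replication measure.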
HCV inhibitor = HCV inhibition; Huh7.5.1 HCVcc-Cre infection, luciferase reporter, 44 h; Potency, µM (top dose mostly 41.8 µM), for the others: at the top dose activity change, negative = inhibition, actives largely listed as inhibitors; hit rate 3.4% among 340,000; AID 651820; note: potency is the fitted concentration of half-maximal effect
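1,000 cells/well; 4 h culture; + compound; + HCVcc-Cre (~0.5 moi); 44 h; luciferase substrate, RT 15 min; read 15 sec.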
AmpC no deterg = blocks E. coli AmpC beta-lactamase in detergent-free assay | P00811 | AmpC nitrocefin hydrolysis, absorbance 480 nm, 0.0001% Triton | Potency, µM (highest dose often 57.1 µM), inactives show at the top dose activity change, negative = inhibition, actives largely listed as inhibitors | hit rate 0.52% among 330,000 | AID 485341;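 note: potency is the fitted concentration of half-maximal effect; plate controls were no compound for no effect and no enzyme for full effect; nearly all actives have a fitted effect of over 20% in size; some results filed as inactive show a strong effect at the top dose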
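AmpC (5.3 nM in the dispensed reagent) in 20 mM phosphate pH 7.0 with 0.01% (detergent screen) or 0.0001% Triton X-100 was preincubated with compounds for 15 min at room temperature. Nitrocefin was then added from an 800 uM solution, and hydrolysis was followed at 480 nm.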
Giardia FBPA inh = inhibitors of Giardia lamblia fructose-1,6-bisphosphate aldolase | purified Giardia FBPA | Potency, µM (highest dose often 59.6 µM), for inactives: top-dose activity, negative = inhibition, actives largely listed as inhibitors | hit rate 0.71% among 290,000; note: potency is the fitted concentration of half-maximal effect; nearly all actives have a fitted effect of over 55% in size
Target sequence (A8B2U2 whole entry, looked up): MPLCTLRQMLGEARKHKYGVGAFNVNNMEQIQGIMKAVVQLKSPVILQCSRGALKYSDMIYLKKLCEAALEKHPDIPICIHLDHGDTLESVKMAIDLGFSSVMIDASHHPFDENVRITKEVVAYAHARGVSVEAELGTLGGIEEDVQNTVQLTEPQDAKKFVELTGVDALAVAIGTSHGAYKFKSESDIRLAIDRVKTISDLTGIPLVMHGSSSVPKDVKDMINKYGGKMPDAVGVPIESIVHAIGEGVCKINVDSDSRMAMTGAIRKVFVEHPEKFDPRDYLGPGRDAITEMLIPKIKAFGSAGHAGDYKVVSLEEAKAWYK
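40 nM FBPA preincubated 10 min at RT with compound (up to 57.5 uM final), then substrate plus GAPDH/TPI/NAD/arsenate coupling and diaphorase/resazurin added. Fluorescence read after 20 min at RT, 525/598 nm.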
Starred values were filed as active, the others as inactive; u = inconclusive; x = no result given; & = joins results of further samples; [ ] = another dose, or the depositor's remark. Unless noted, calls come from the whole dose curve; as a rule, active = well fitted curve in the direction sought with a large enough effect; inconclusive = small, poorly fitted or top-dose-only effect, or another doubt; inactive = no such curve, though single readings can be large; an effect the other way counts as inactive or inconclusive. Unless noted, % is set by controls: 0 for no effect and ±100 for the full control effect.

1: COc1ccc(NC(=O)CCn2cccc2)c(OC)c1
2: CCOc1ccc(C(=O)N2CCC(c3nc(-c4ccc(S(=O)(=O)N5CCCC5)cc4)no3)CC2)cc1
3: O=C(N/N=C/c1cccc([N+](=O)[O-])c1)c1cc(-c2ccc3c(c2)OCO3)n[nH]1
4: CCCc1cc(=O)[nH]c(SCC(=O)NC2CCCCC2)n1
5: Cc1ccc(CNC(=O)CN(C)S(=O)(=O)c2cccc3nsnc23)cc1
6: CCCNC(=O)Nc1cc(C)on1
7: CCCCNc1nc(Oc2ccc(=O)n(-c3ccccc3)n2)nc(N(C)C)n1
8: O=C(Cn1ncc2c(=O)oc3ccccc3c21)N1CCN(c2ccccn2)CC1
assay / compound | 1 | 2 | 3 | 4 | 5 | 6 | 7 | 8
AmpC detergent | 5% | 18% | -4% | u | 2% | 0% | 8% | -2%
Sm TGR inh | -4% | 0% | 8% | 6% | 5% | 26% | -2% | -1%
HCMV inh | -10 | -7 | -27 | -17 | 2 | 12 | -9 | 4
HCV inhibitor | -20% | x | -19% | 8% | 4%&7% | 13% | x | 2%
AmpC no deterg | -12% | x | -38% | -2% | -2% | -12% | x | -22%
Giardia FBPA inh | 4% | x | 3% | 1% | 0% | 6% | x | 4%

Ordered by length of the SMILES (ascending): part of the list above
1: COc1ccc(NC(=O)CCn2cccc2)c(OC)c1
7: CCCCNc1nc(Oc2ccc(=O)n(-c3ccccc3)n2)nc(N(C)C)n1
8: O=C(Cn1ncc2c(=O)oc3ccccc3c21)N1CCN(c2ccccn2)CC1
assay / compound | 1 | 7 | 8
AmpC detergent | 5% | 8% | -2%
Sm TGR inh | -4% | -2% | -1%
HCMV inh | -10 | -9 | 4
HCV inhibitor | -20% | x | 2%
AmpC no deterg | -12% | x | -22%
Giardia FBPA inh | 4% | x | 4%

Continuation:
9: CCN1CCN(c2ccc(NC(=O)c3ccc(Cl)c(N4CCCC4=O)c3)cc2)CC1
10: COc1ccc(-c2nnc(SCCC(=O)O)n2C)cc1OC
11: c1ccc2oc(-c3ccc(Nc4nc(N5CCCC5)nc(N5CCOCC5)n4)cc3)nc2c1
12: CC(C)(C)N1C(=O)c2ccc(C(=O)Nc3ccc(O)cc3)cc2C1=O
13: C=CCn1c2ccccc2c2nnc(SCC(N)=O)nc21
14: CCCCC1=NN(C(=O)c2ccco2)C(O)(C(F)(F)F)C1 (stereo not drawn)
15: Cc1cccc(S(=O)(=O)Nc2ccc(-c3ccc4nncn4n3)cc2)c1
16: CCOc1ccc(N2C(=O)Nc3ccccc3C2(O)C(=O)NCc2ccc(OC)cc2)cc1 (stereo not drawn)
assay / compound | 9 | 10 | 11 | 12 | 13 | 14 | 15 | 16
AmpC detergent | 5% | -7% | 3% | -14% | 3% | -3% | -16% | 7%
Sm TGR inh | 11% | 1% | 58%[activator] | -1% | -22% | 52%[activator] | 3% | 26%
HCMV inh | 21 | u | x | u | -4 | -12 | 1 | 24
HCV inhibitor | 6% | 5% | x | u | 12% | 0% | 0% | -19%
AmpC no deterg | -3% | 9% | -2% | -23% | -13% | -9% | -13% | 2%
Giardia FBPA inh | 5% | 2% | -10% | 11% | -3% | 2% | x | 1%

17: CCOC(=O)c1ccc(C(=S)N2CCCC2)cc1
18: COc1ccc(N2CCN(C(=O)CC(C)S(=O)(=O)c3ccc4c(c3)NC(=O)CO4)CC2)cc1 (stereo not drawn)
19: CN(CC(=O)Nc1cccc(F)c1)C(=O)c1ccc(-c2ccc(Cl)cc2)o1
20: CC(=O)c1ccc(NC(=S)NN2C(C)CCCC2C)cc1 (stereo not drawn)
21: COc1ccc(N(CCC#N)S(=O)(=O)c2cccc3nsnc23)cc1
22: CN(Cc1nccn1C)C(=O)C1CCC(=O)N(CCc2ccc(Cl)cc2)C1 (stereo not drawn)
23: Cc1ccc(-n2nc3c(c2NC(=O)c2cccs2)CS(=O)(=O)C3)c(C)c1
24: c1ccc(CNc2c3c(nc4ncnn24)CCC3)cc1
assay / compound | 17 | 18 | 19 | 20 | 21 | 22 | 23 | 24
AmpC detergent | 3% | 1% | 5% | 2% | -13% | 6% | -7% | -2%
Sm TGR inh | 56%[activator] | -21% | u | 51%[activator] | 4% | -19% | u | 24%
HCMV inh | 18 | u | 11 | u | -31 | -22 | u | -38
HCV inhibitor | 13% | u | u | 13% | 5% | 20% | -9% | -11%
AmpC no deterg | -7% | 56% | -7% | -18% | -1% | -4% | -26% | -11%
Giardia FBPA inh | -7% | x | x | 0% | 6% | x | -5% | -1%

25: NS(=O)(=O)c1ccc(NC(=O)Nc2ccc(S(N)(=O)=O)cc2)cc1
26: O=C(NCCN1CCOCC1)C(Sc1ccccc1)c1ccccc1 (stereo not drawn)
27: CCOC(=O)C1CCN(C(=S)Nc2ccc(S(N)(=O)=O)cc2)CC1
28: CCN1CCN(C(CNS(=O)(=O)c2ccc(Br)cc2)c2cccnc2)CC1 (stereo not drawn)
29: CCN(CC)S(=O)(=O)c1cccc(C(=O)N/N=C/c2cccc(O)c2O)c1
30: CCOc1ccc(CNS(=O)(=O)c2ccc(-c3coc(C)n3)cc2)cc1OC
31: CCc1ccccc1NC(=O)c1cc(-c2ccc(OC)cc2)on1
32: Cc1ccc(C)c(NC2=NCCCS2)c1
assay / compound | 25 | 26 | 27 | 28 | 29 | 30 | 31 | 32
AmpC detergent | 8% | -3% | -2% | 5% | -5% | 5% | -1%&2% | 2%
Sm TGR inh | -26% | 0% | -5% | 3% | -11% | 3% | -18%&1% | 2%
HCMV inh | 50 | -1 | -8 | 41 | -24 | -29 | 12&-5 | -12
HCV inhibitor | 8% | 16% | u | 23% | u | x | 3% | 11%
AmpC no deterg | -17% | 26% | -3% | -7% | -52% | x | -21% | -19%
Giardia FBPA inh | 2% | 4% | 0% | x | u | x | 8% | 6%

33: Cc1ccccc1CNc1nnnn1C
34: CC1CCc2cc(F)ccc2N1C(=O)c1cnc2sccn2c1=O (stereo not drawn)
35: CC(C)(C)SCCNS(=O)(=O)c1ccc(C#N)cc1
36: CC(C)(C)NC(=O)c1ccccc1-c1nc(-c2ccccc2Cl)no1
37: COc1ccc(S(=O)(=O)CCC(=O)N2CCN(c3ccc(C(C)=O)cc3)CC2)cc1
38: C[C@@H]1CC[C@]2(C(=O)O)CC[C@]3(C)C(=CCC4[C@]56CC[C@@](O)(OC5)C(C)(C)C6CC[C@]43C)C2[C@H]1C (stereo partly drawn)
39: COC(=O)C1=C(c2ccc(Cl)c(C(F)(F)F)c2)C[C@@H]2CC[C@H]1N2C(=O)NCc1ccco1
40: COC(=O)C(C)N(C(=O)c1ccc(C(=O)c2ccccc2)cc1)c1c(C)cccc1C (stereo not drawn)
assay / compound | 33 | 34 | 35 | 36 | 37 | 38 | 39 | 40
AmpC detergent | 2% | u | u | -10% | -3% | -3% | 3% | u
Sm TGR inh | 13% | -1% | 28% | 1% | -10% | -1% | 25% | -21%
HCMV inh | -38 | -11 | -5 | 7 | 31 | x | -26 | 13
HCV inhibitor | 17% | -1% | 6% | -29% | -21% | 2µM* | -11% | u
AmpC no deterg | -18% | -2% | -11% | 18% | 6% | 87%[activator] | 32% | 100%[activator]
Giardia FBPA inh | 5% | -2% | -1% | -13% | x | x | x | 14%

3 entries drawn at random from the list so far, as already listed:
39: COC(=O)C1=C(c2ccc(Cl)c(C(F)(F)F)c2)C[C@@H]2CC[C@H]1N2C(=O)NCc1ccco1
40: COC(=O)C(C)N(C(=O)c1ccc(C(=O)c2ccccc2)cc1)c1c(C)cccc1C (stereo not drawn)
35: CC(C)(C)SCCNS(=O)(=O)c1ccc(C#N)cc1
assay / compound | 39 | 40 | 35
AmpC detergent | 3% | u | u
Sm TGR inh | 25% | -21% | 28%
HCMV inh | -26 | 13 | -5
HCV inhibitor | -11% | u | 6%
AmpC no deterg | 32% | 100%[activator] | -11%
Giardia FBPA inh | x | 14% | -1%

The listing continues.
41: C/C=C/c1ccc(OC)c(OC(C)=O)c1
42: COCCCNC(=O)CSc1nc(-c2ccc(OC)cc2)[nH]c1-c1ccc(OC)cc1
43: CCOC(=O)Cc1csc(NC(=O)Cc2ccc(Br)cc2)n1
44: CN(C)c1ccc(CN(C(=O)c2ccco2)C2CCS(=O)(=O)C2)cc1 (stereo not drawn)
45: CCOC(=O)N/N=C\c1ccc(OC(=O)c2ccco2)cc1
46: Cc1cccc(CSc2nc3cc(C(=O)NC4CCCC4)ccc3c(=O)n2Cc2ccccc2)c1
47: Cc1cc(Br)ccc1NC(=O)c1cn(C2CCCC2)c(=O)c2c1c1ccccc1n2C
48: CCC(=O)N1CCN(c2ccccc2NC(=O)Cc2ccc(Cl)cc2)CC1
assay / compound | 41 | 42 | 43 | 44 | 45 | 46 | 47 | 48
AmpC detergent | u | -7% | -8% | -8% | 8% | -1% | 17% | u
Sm TGR inh | -17%[11.4 µM] | -3% | 29% | -2% | -2% | 7% | 8% | -3%
HCMV inh | 60 | -112* | -11 | -9 | 1 | -4 | 6 | -2
HCV inhibitor | -9% | x | u | 9% | 4% | x | x | -7%
AmpC no deterg | -8% | x | -29% | 17% | 6% | x | x | 18%
Giardia FBPA inh | -5% | x | -7% | -18% | 6% | x | x | 7%

Single records (already shown).
CC1CCc2cc(F)ccc2N1C(=O)c1cnc2sccn2c1=O (stereo not drawn) as listed: AmpC detergent: u; Sm TGR inh: -1%; HCMV inh: -11; HCV inhibitor: -1%; AmpC no deterg: -2%; Giardia FBPA inh: -2%
C=CCn1c2ccccc2c2nnc(SCC(N)=O)nc21 as listed: AmpC detergent: 3%; Sm TGR inh: -22%; HCMV inh: -4; HCV inhibitor: 12%; AmpC no deterg: -13%; Giardia FBPA inh: -3%

(more compounds)
49: COc1cc(OC)cc(-c2cc3ccc(OC)cc3cn2)c1
50: COc1cccc(CNC(=O)c2cnc3c(-c4ccc(F)cc4)c(C)nn3c2C)c1
51: CCOC(=O)NN1C(=O)c2ccccc2NC1c1ccccn1 (stereo not drawn)
52: Cc1ccc(CNc2ccc3c(c2)ncn3C(C)(C)C)cc1
53: NC(=O)Cn1nnc(-c2ccccc2NC(=O)c2cnccn2)n1
54: CCn1c(SCc2ccccc2Cl)nc(=O)c2c(C(=O)OC)cc(C3CC3)nc21
55: Cc1cc(N2C(=O)C(=O)/C(=C(/O)c3ccc(Cl)cc3)C2c2cccc(Br)c2)no1 (stereo not drawn)
56: COc1ccc(S(=O)(=O)Nc2cc3c(cc2N2CCOCC2)n(C)c(=O)n3C)cc1
57: O=C(CN1C(=O)c2ccccc2S1(=O)=O)Nc1ccc(S(=O)(=O)N2CCCCC2)cc1
58: COc1cc(OC)c(NS(=O)(=O)c2cc(-c3cnc(C)o3)ccc2OC)cc1Cl
assay / compound | 49 | 50 | 51 | 52 | 53 | 54 | 55 | 56 | 57 | 58
AmpC detergent | 5% | -1% | u | -5% | -5% | 19% | -10% | 14% | 2% | 0%
Sm TGR inh | 6% | -1% | -3% | 3% | -12% | 1% | u | -25% | 4% | -6%
HCMV inh | 22 | 17 | 42 | 45 | -15 | -8 | 54 | 61 | -16 | -3
HCV inhibitor | u | x | 9% | 1% | 3% | x | 13%&16% | x | 19% | x
AmpC no deterg | 57% | x | -18% | 24% | -13% | x | -33% | x | x | x
Giardia FBPA inh | x | x | 0% | -9% | 5% | x | 27% | x | 3% | x
